ELG1 repair inh – ELG1-dependent DNA repair inhibition. HEK293T ELG1-luciferase reporter, luminescence, 16 h; DNA damage induced by 5-fluorouridine. 330,000 tested, 2.3% active. Potency, µM (titrated, usually from 46.1 µM), for inactives: at the top dose activity change, negative = inhibition, usual class: inhibitors; note: potency is the fitted concentration of half-maximal effect; % is set by controls: 0 for no effect and ±100 for the full control effect; nearly all actives have a fitted effect of over 55% in size
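DMSO vehicle served as the neutral condition. Each well held 2,000 cells given 5-fluorouridine plus compound; after 16 hr at 37 °C/5% CO2, ONE-Glo was added and luciferase measured 30 min later.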
Chronic BCR inh – inhibitors of chronic active B-cell receptor signaling | ABC-DLBCL IkBa-CBG/CBR reporter, luminescence ratio, 4 h | Potency, µM (doses to about 46.1 µM), for the others: at the top dose ratio change, negative = lower green/red ratio, hits mostly inhibitors | 340,000 tested, 0.05% active; active = well fitted inhibition curve with a large enough effect in the signal ratio, with a control signal flat, not every such curve was filed as active; inconclusive = small, poorly fitted or top-dose-only effect, or effect the other way, or a change in a side signal; the % refers to the signal ratio;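 note: potency is the fitted concentration of half-maximal effect; plate controls were basal doxycycline-induced cells for no effect and cells given 10 µM MG132 for full effect; MG132 reads +100%, hits lower the ratio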
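Concentration-response series (up to 46 uM) were applied to TMD8 dual-reporter cells for 4 h at 37C with doxycycline. Green/red ratio, after filter-overlap correction, defined %Activity; red signal alone was normalised to basal cells and zero luminescence.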
TCR activator – T cell receptor activation. primary human leukocytes, anti-CD3, IL-2 HTRF, 48 h. Potency, µM (top dose mostly 9.22 µM), for the others: top-dose activation of IL-2 secretion, hits mostly activators. 330,000 tested, under 10 active. AID 504894; note: % of control where 0% means no effect
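IL-2 release read by HTRF sandwich (Eu cryptate donor, d2 acceptor, 665 nm emission) after 48 hr exposure of primary human leukocytes to compound together with anti-CD3 beads in the absence of co-stimulatory signals.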
Eya2 phos inh – inhibitors of human Eya2 phosphatase activity | O00167 | recombinant Eya2, OMFP fluorescence dephosphorylation (OMFP is methylfluorescein phosphate) | Potency, µM (series often up to 76.9 µM), inactives show at the top dose activity, negative = inhibition, hits mostly inhibitors | 330,000 tested, 0.006% active; note: potency is the fitted concentration of half-maximal effect; % is set by controls: 0 for no effect and ±100 for the full control effect
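Eya2 (0.2 uM) preincubated 10 min at ambient with compound, then OMFP substrate added at 50 uM; 10 min reaction in 50 mM HEPES pH 7.5, 50 mM NaCl, 5 uM MgCl2, 0.05% BSA, 1 mM DTT. Fluorescence read at Ex 485/Em 525 nm.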
TSHR antag – antagonists of human thyroid stimulating hormone receptor. TSHR-expressing cells, TSH-stimulated cAMP HTRF, 2 h; active compounds read low. AID 504810. 330,000 tested, 0.2% active. P16473. activity change, negative = inhibition, % at 11.5 µM;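 active = activity change below a set negative limit, meaning inhibition stronger than a set level, cut at about -70% in these data; inconclusive = activity change between two set negative limits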; note: % is set by controls: 0 for no effect and ±100 for the full control effect
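Cell-based HTRF cAMP assay; TSHR cells + compound, TSH EC80 (4nM final), 2 h, 37 deg C. Lysis with anti-cAMP cryptate and cAMP-d2, 30 min RT, read 665/620 nm.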
Mito fusion act – mitochondrial division inhibition or fusion activation; S. cerevisiae fusion-defective mutant growth rescue, CellTiterGlo 48 h; Potency, µM (top dose mostly 46.1 µM), inactives show at the highest dose growth rescue (activation), hits mostly activators; AID 485298; 320,000 tested, 0.23% active;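 note: potency is the fitted concentration of half-maximal effect; % of control where 0% means no effect; nearly all actives have a fitted effect of over 45% in size; temperature-sensitive fusion mutants such as fzo1-1 at 37 °C on non-fermentable ethanol glycerol medium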
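Compounds are tested for their ability to restore growth of mitochondrial fusion-defective yeast strains at non-permissive 37C in YPEG medium over 48 hours. Viability is quantified by luciferase luminescence.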
uPA generation – inhibitors of cell surface uPA generation. cell surface uPA generation assay, qHTS. Potency, µM (highest dose often 38.3 µM), inactives show top-dose activity change, negative = inhibition, hits mostly inhibitors. 330,000 tested, 0.31% active. AID 540303; active = well fitted inhibition curve with a large enough effect; inconclusive = small, poorly fitted or top-dose-only effect; inactive = no such curve, though single readings can be large or run the other way; tested in mouse RAW 264.7 cells; note: potency is the fitted concentration of half-maximal effect; % is set by controls: 0 for no effect and ±100 for the full control effect; nearly all actives have a fitted effect of over 55% in size
Tb PFK inh – T. brucei PFK enzyme inhibition; 330,000 tested, 0.17% active; O15648; T. brucei PFK, ADP-Glo luminescence; Potency, µM (titrated, usually from 57.5 µM), inactives show at the top dose activity, negative = inhibition, usual class: inhibitors;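 note: potency is the fitted concentration of half-maximal effect; 0% = uninhibited 1x PFK enzyme wells and -100% = no-enzyme wells; nearly all actives have a fitted effect of over 60% in size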
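In TEA buffer at pH 8.0 with 5 mM MgCl2, enzyme (1.25 nM) converted F6P (0.5 mM) and ATP (0.1 mM) for 45 min at room temperature. ADP product was read by luciferase luminescence.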
USP2a inh – USP2a (human) protease inhibition; USP2 core, Ub-CHOP2 coupled fluorogenic reporter, 485/531; Potency, µM (top dose mostly 38.3 µM), for the others: at the highest dose activity change, negative = inhibition, actives largely listed as inhibitors; 330,000 tested, 0.01% active;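 note: potency is the fitted concentration of half-maximal effect; plate controls were DMSO wells for no effect and full inhibition by NEM control for full effect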
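USP2 core (10nM final) preincubated 30min RT with compound in 20mM Tris-HCl pH 8.0, 2mM CaCl2, 2mM beta-mercaptoethanol, 0.05% CHAPS; 25nM Ub-CHOP2 plus 25nM reporter substrate added, fluorescence (Ex485/Em531) read after 60min.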
TSG101-PTAP inh – blocks PTAP/TSG101 interaction to inhibit HIV-1 budding; Q99816; AID 493005; 340,000 tested, under 10 active; Fluorescence polarization, FITC-PTAP peptide / Tsg101 binding; Potency, µM (titrated, usually from 115 µM), for the others: at the highest dose activity change, negative = inhibition, hits mostly inhibitors; active = well fitted inhibition curve with a large enough effect in the main read-out, with a control signal flat, not every such curve was filed as active; inconclusive = small, poorly fitted or top-dose-only effect, or effect the other way, or a change in a side signal; inactive = no such curve, though single readings can be large or run the other way; note: potency is the fitted concentration of half-maximal effect; % of control where 0% means no effect
Target sequence (Q99816 whole entry, looked up): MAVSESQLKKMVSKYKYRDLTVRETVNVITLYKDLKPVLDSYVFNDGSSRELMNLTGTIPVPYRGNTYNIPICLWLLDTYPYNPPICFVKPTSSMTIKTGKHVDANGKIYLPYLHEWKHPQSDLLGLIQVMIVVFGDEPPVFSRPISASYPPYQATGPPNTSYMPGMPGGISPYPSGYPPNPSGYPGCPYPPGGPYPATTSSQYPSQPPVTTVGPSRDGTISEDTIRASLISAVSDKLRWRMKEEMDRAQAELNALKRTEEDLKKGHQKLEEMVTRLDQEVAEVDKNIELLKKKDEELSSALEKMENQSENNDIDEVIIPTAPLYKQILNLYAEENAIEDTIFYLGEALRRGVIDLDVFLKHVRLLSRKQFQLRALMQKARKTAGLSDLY
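FP read-out: FITC-PTAP peptide, 50 nM final, binding Tsg101 binding domain, 10 uM final; 20 min, r.t.; 10 mM HEPES pH 7.5, 0.15 M NaCl, 0.01% Tween 20, 3 mM EDTA, 0.1 mM TCEP.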
B2AR arrestin – recruits beta-arrestin to the human beta2-adrenergic receptor; P07550; beta-arrestin recruitment to beta2AR, cell-based reporter; Potency, µM (top dose mostly 46.1 µM), for inactives: top-dose activation, hits mostly activators; 330,000 tested, 0.02% active; AID 492947;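 note: potency is the fitted concentration of half-maximal effect; 0% = DMSO controls and full agonism = EC100 isoproterenol or metaproterenol; nearly all actives have a fitted effect of over 65% in size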
Target sequence (P07550 whole entry, looked up): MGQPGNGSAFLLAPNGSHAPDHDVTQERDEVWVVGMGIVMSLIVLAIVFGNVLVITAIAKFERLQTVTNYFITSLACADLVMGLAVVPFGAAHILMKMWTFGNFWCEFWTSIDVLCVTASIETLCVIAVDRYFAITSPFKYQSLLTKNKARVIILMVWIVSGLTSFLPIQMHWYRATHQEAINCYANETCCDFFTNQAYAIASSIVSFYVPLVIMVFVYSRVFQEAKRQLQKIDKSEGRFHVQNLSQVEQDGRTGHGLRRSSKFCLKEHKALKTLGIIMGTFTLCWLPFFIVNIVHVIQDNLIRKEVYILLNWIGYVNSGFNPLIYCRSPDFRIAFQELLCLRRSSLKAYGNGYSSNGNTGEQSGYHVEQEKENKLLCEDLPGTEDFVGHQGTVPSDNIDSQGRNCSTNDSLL
Starred values were filed as active, the others as inactive; ? = inconclusive; . = not tested or not shown; [ ] = dose if it differs, or a comment. Unless noted, calls come from the whole dose curve; as a rule, active = well fitted curve in the direction sought with a large enough effect; inconclusive = small, poorly fitted or top-dose-only effect, or another doubt; inactive = no such curve, though single readings can be large; an effect the other way counts as inactive or inconclusive.

SMILES	ELG1 repair inh	Chronic BCR inh	TCR activator	Eya2 phos inh	TSHR antag	Mito fusion act	uPA generation	Tb PFK inh	USP2a inh	TSG101-PTAP inh	B2AR arrestin
Cc1ccc(-n2c(Cn3nc(C(F)F)cc3C(F)F)n[nH]c2=S)cc1	0%	?	4%	1%	-2	-3%	.	-8%	0%	-3%	0.1%
O=C(CCN1C(=O)COc2ccccc21)NCCN1CCN(c2ccccc2F)CC1	-17%	5%	.	-4%	-4	3%	0%	3%	0%	-5%	-0.3%
O=C(Nc1nc2ccc(S(=O)(=O)N3CCOCC3)cc2s1)c1cccs1	48%	0%	1%	-1%	-1	-1%	-1%	8%	-5%	-4%	0.1%
N#CCCn1nc(-c2ccc(Br)cc2)cc1Nc1ccccc1NC(=O)C(F)(F)F	?	0%	-3%[46.1 µM]	-5%	-11	?	2%	-1%	5%	5%	-0.1%
COc1ccc(S(=O)(=O)CC(=O)Nc2nnc(C(F)(F)F)s2)cc1	5%	6%	-3%	-4%	-12	1%	2%	1%	0%	-5%	0.0%
COc1ccc(S(=O)(=O)Cc2ccc(C(=O)NC3CCCC3)o2)cc1	-4%	?	-1%	9%	2	0%	-19%	-3%	-1%	-2%	-0.3%
CN(C(=O)c1cc(S(=O)(=O)N2CCc3ccccc32)cn1C)C1CCCCC1	-25%	2%	-3%	-10%	-3	2%	-2%	0%	0%	-5%	-0.8%
COCC(C)N=C1SCCN1Cc1ccccc1 (stereo unspecified)	-9%	-12%	6%	-16%	9	-6%	1%	0%	0%	-2%	-0.2%
CN(Cc1ccccc1)C(NC(=O)c1ccco1)C(Cl)(Cl)Cl (stereo unspecified)	9%	2%	-2%	-8%	-9	3%	28%	-2%	5%	0%	-0.2%
O=S(=O)(NCC1(N2CCOCC2)CCCCC1)c1ccc(F)cc1	5%	1%	0%	-25%	0	-1%	-1%	-2%	3%	-7%	-1.2%
CC1(C)CC(=O)N(CC(=O)O)c2ccccc2S1(=O)=O	3%	-4%	0%	4%	10	-3%	-3%	0%	-1%	-13%	-1.9%
O=C(CN1C(=O)NC(c2ccccc2)(c2ccccc2)C1=O)Nc1ccc2[nH]c(=O)[nH]c2c1	-2%	0%	2%	17%	0	-2%	-2%	-5%	3%	-9%	0.5%
CSCc1c(C(=O)OCC(=O)NC2CCCCC2)oc2ccccc12	-3%	3%	62%	2%	-19	6%	11%	-1%	0%	-3%	0.2%
O=C(NCc1ccc2c(c1)OCO2)c1cc(Cl)ccc1Cl	1%	0%	.	-4%	-9	0%	-29%	1%	1%	.	-0.4%
CCN1C(=O)c2ccc(C(=O)Nc3ncc(C)s3)cc2C1=O	?	4%	4%	1%	9	1%	-2%	1%	2%	-1%	0.3%
CCN(C(=O)C1CCN(S(=O)(=O)c2ccc3c(c2)oc(=O)n3C)CC1)c1cccc(C)c1	1%	11%	-9%	-10%	-1	-5%	8%	0%	-4%	-1%	-0.1%
CCc1ccccc1N1CSC2=C(C#N)C(c3ccccc3F)CC(=O)N2C1 (stereo unspecified)	1%	-4%	-6%	-2%	-3	7%	?	-22%	1%	-1%	0.1%
CCCSc1nnc(CSc2nc(C)cc(C)n2)n1C	11%	-5%	-1%	4%	-3	11%	2%	0%	-1%	-4%	0.0%
Cc1ccc(C(Sc2ccccc2)C(Cn2cncn2)C(=O)c2ccccc2)cc1 (stereo unspecified)	?	?	-14%	-19%	51	7%	-5%	-1%	-8%	-8%	-0.1%
O=[N+]([O-])c1cccc(NC(=S)N2CCCC2)c1	12%	-4%	-2%	7%	12	-2%	0%	-2%	0%	0%	-0.3%
Cc1cccc(NC(=O)COc2ccc(/C=N\n3cnnc3)cc2)c1	2%	5%	-1%[46.1 µM]	7%	2	16%	5%	?	0%	-4%	-1.1%
O=C(Nc1ccncc1)C1CCN(S(=O)(=O)c2cccc(C(F)(F)F)c2)CC1	1%	-3%	5%	-3%	-40	-9%	?	-1%	0%	-3%	0.2%
Cc1nnc(NC(=O)C2COc3ccccc3O2)s1 (stereo unspecified)	?	?	1%	1%	-3	2%	7%	-5%	0%	-4%	0.3%
O=C(NC1CCCCCCC1)c1ccccc1-c1ccccc1	0%	6%	-2%	5%	-10	17%	3%	-5%	3%	-2%	-0.6%
Cn1c(=O)c2c(nc(SCc3cc4c(cc3Cl)OCO4)n2C)n(C)c1=O	-4%	5%	.	6%	3	3%	.	5%	3%	.	-0.8%
CC1=C(C(=O)Nc2ccc(C)cc2)C(c2ccco2)NC(=O)N1 (stereo unspecified)	7%	-1%	-1%[46.1 µM]	-8%	-9	1%	0%	-2%	1%	-4%	-0.6%
Cc1nn(-c2ccccc2)c(N)c1Sc1cccc([N+](=O)[O-])c1	-9%	-1%	2%[46.1 µM]	-14%	-4	14%	-15%	3%	1%	-4%	-0.1%
O=[N+]([O-])c1ccc(COc2ccccc2/C=N/O)cc1	?	?	2%[46.1 µM]	1%	2	7%	-3%	0%	4%	-11%	0.0%
CCCC(=O)NC(=S)Nc1sc2c(c1C(N)=O)CCC2	?	9%	1%[46.1 µM]	-13%	2	5%	9%	-7%	-1%	-7%	-3.8%
COc1ccc(C2NC(c3ccc(OC)cc3)C([N+](=O)[O-])C(C)(C)C2[N+](=O)[O-])cc1 (stereo unspecified)	?	?	-5%	5%	23	29%	-7%	-3%	0%	0%	-0.1%
CCc1nnc(NS(=O)(=O)c2ccc(N/C=C\C(=O)c3ccc(F)cc3)cc2)s1	-6%	?	-5%	16%	10	6%	-6%	-4%	-5%	2%	-0.1%
O=C(c1ccco1)N1CCN(C(c2ccccc2Cl)c2nnnn2Cc2ccco2)CC1 (stereo unspecified)	?	-1%	7%	9%	-10	6%	-3%	-2%	1%	1%	0.0%
CN(C)c1ccc(C(=O)N2CCN(c3cc(C(F)(F)F)nc4ccccc34)CC2)cc1	?	-3%	-8%	-17%	-13	6%	4%	2%	0%	0%	-0.2%
O=C(NCCN1CCOCC1)c1ccc(CSCc2cccc(Cl)c2)o1	3%	-17%	-1%	-9%	-6	-2%	-17%	-26%	-5%	2%	-0.3%
Cc1ccc(NC(=S)Nc2cccc3cnccc23)c(C)c1	21µM*	-14%	-2%	20%	-8	-9%	-3%	-1%	1%	-1%	0.1%
COc1cccc(OC)c1OCCCCN1CCC(Cc2ccccc2)CC1	?	-11%	1%	-15%	-3	-1%	-10%	-4%	0%	-1%	0.1%
CCOc1cc(C)nc(NCc2ccccc2)n1	20%	-4%	5%	13%	3	-1%	-9%	-3%	1%	-2%	-1.0%
CCOc1ccc(NC(=O)CSc2nnc(-c3ccccn3)n2C)cc1	4%	0%	-2%	5%	0	0%	-2%	1%	3%	-10%	-0.2%
Cc1ccc(C)c(NC(=O)c2ncn[nH]2)c1	9%	?	6%	-11%	-11	2%	1%	-2%	0%	-7%	0.5%
CCOC(=O)c1c(-c2ccc(OC)cc2)csc1NC(=O)COc1ccc2c(C)cc(=O)oc2c1	?	7%	1%[46.1 µM]	-6%	25	0%	6%	-4%	0%	0%	0.1%
O=C(NCC(=O)N1CCOCC1)c1ccccc1	?	4%	-2%	4%	-1	-3%	0%	-7%	2%	-9%	-0.2%
Cn1c(N)c(Sc2ccccc2[N+](=O)[O-])c(=O)n(C)c1=O	17%	?	4%	-3%	-112*	1%	-1%	1%	1%	-10%	0.6%
COc1ccc(CCN2C(=O)c3ccccc3C2(O)c2ncc[nH]2)cc1OC (stereo unspecified)	8%	-3%	-8%[46.1 µM]	2%	1	0%	6%	3%	-1%	-4%	-0.3%
COc1ccc(CCN2CC(C(=O)NCCCn3nc(C)cc3C)CCC2=O)cc1 (stereo unspecified)	19%	2%	-2%	-1%	20	16%	0%	-2%	3%	-4%	-0.9%
Cc1ccc(Sc2c(C(=O)Nc3ccc(F)cc3F)c(C(F)(F)F)nn2C)cc1	?	13%	-9%	-10%	6	1%	-10%	1%	0%	-4%	0.0%
